Source: PubChem (Vanderbilt High Throughput Screening Facility)
Cav32 inh: human Cav3.2 channel inhibition, primary screen. Cav3.2-expressing cells, Fluo-4 calcium fluorescence FDSS; stronger effect = lower value. B-score at 10 µM. 100,000 compounds, 4% hits;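 active = single-dose well whose peak fluorescence ratio is a statistical outlier from its plate by either plate-standardised score or position-corrected B-score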
* = called active by the depositor. Only part of the results is shown; the hit share may differ from the screen's.

smiles | Cav32 inh
COc1cc(NC(=O)CSc2nnnn2Cc2ccc3c(c2)OCO3)cc(OC)c1 | 0.35
CCC(C)Nc1nc(OC(C(F)(F)F)C(F)(F)F)nc(OC(C(F)(F)F)C(F)(F)F)n1 (stereo unspecified) | -2.4
CCC(=O)Nc1ccc(NC(=O)c2ccco2)c(OC)c1 | -0.042
CCOC(=O)N1CCN(C(=O)NC23CC4CC(CC(C4)C2)C3)CC1 | -0.32
C[C@@H]1CCC[C@@]2(O[C@H](CCO)C[C@@H](O)[C@@H]2O)O1 | 0.2
Cc1ccc(S(=O)(=O)N2CCCC(C(=O)N3CCCc4ccccc43)C2)cc1 (stereo unspecified) | -2.7
N#Cc1ccc(-c2ccco2)nc1SCc1ccccc1 | -0.0038
O=C(c1cnc2n(c1=O)CCS2)N1CCN(c2ccc(Cl)c(Cl)c2)CC1 | 0.69
COc1ccc(OC)c(C2CC(=O)N3CN(c4ccc(C)c(Cl)c4)CSC3=C2C#N)c1 (stereo unspecified) | -2.5
N#Cc1cc(-c2ccccc2)cn(Cc2c(Cl)cccc2Cl)c1=O | 1.2
CCCCCn1c(CN2CCN(Cc3ccccc3)CC2)nc2c1c(=O)[nH]c(=O)n2C | 0.4
Cc1ccc(-n2c(=O)[nH]cc(C(=O)Nc3ccc4c(c3)OCO4)c2=O)cc1C | 0.00083
CCCN(CCC)CCCNS(=O)(=O)c1cc(Br)cc2c1N(C(C)=O)CC2 | 1.2
COc1ccc(OCC(O)CN2CCCCCC2)cc1 (stereo unspecified) | 0.2
Cc1ccccc1NC(=O)Cc1nc(CSc2nnc(C3CCCCC3)n2N)cs1 | -0.66
COc1ccc(NC(=O)CSc2nc(-c3ccncc3)nn2CC(=O)N2CCCC2)cc1 | -0.28
CCCCOc1ccc(-c2nnc(-c3ccco3)o2)cc1 | 0.65
CCN(CC)S(=O)(=O)c1cccc(-c2nc3n(n2)Cc2ccccc2-3)c1 | 0.53
CCC1(C)Cc2c(sc3c2c2ncnn2c2nnc(SCC(=O)NCc4ccco4)n32)CO1 (stereo unspecified) | 3.7*
O=C(Nc1ncc2c(n1)-c1ccccc1CC2)c1ccc(F)cc1 | -0.98
CCOC(=O)c1nnn(CC(=O)Nc2cc(Cl)ccc2C)c1C(=O)OCC | -0.57
CCC(=O)N/C=C/n1cnc2cc(C(F)(F)F)ccc21 | -0.59
CN(C)S(=O)(=O)N1CCN(C(=O)N2CCCCCC2)CC1 | -0.52
COc1cc(C2N3CC4(C)CN2CC(C)(C3)C4)ccc1O (stereo unspecified) | -0.0019
COc1ccc(S(=O)(=O)N2CCCCCC2)cc1C(=O)OCC(=O)NCC(C)C | 1.1
O=C(c1ccc2nc(-c3ccco3)c(-c3ccco3)nc2c1)N1CCN(c2ccccc2)CC1 | -1.6
O=C(CSc1nc2c(sc3ccccc32)c(=O)n1CCCN1CCCC1)NCC1CCCO1 (stereo unspecified) | 0.49
Cc1ccccc1OCc1nc(-c2ccccc2)no1 | -1.2
CCNC(=S)N1CCN(C(c2ccccc2)c2ccccc2)CC1 | -0.93
C=CCc1ccccc1OCC(O)CN1CCN(Cc2ccc3c(c2)OCO3)CC1 (stereo unspecified) | -2.8
COCC(=O)Nc1nnc(SCC(=O)NCc2cccs2)s1 | -0.04
CCC(=O)Nc1cccc(C2=NOC3(C2)C[C@@H](C(N)=O)N(C(=O)C(c2ccccc2)c2ccccc2)C3)c1 (stereo partly specified) | -0.7
O=C(NCCc1ccc(Cl)cc1)C1CCN(C(=O)c2sccc2-n2cccc2)CC1 | -3.3
O=c1c2ccccc2nc(SCc2ccccc2Cl)n1Cc1ccccc1 | -2.6
O=C(Cn1nc(Cc2cccnc2)c2ccccc2c1=O)Nc1ccc2c(c1)OCO2 | 0.3
O=C(CCN1C(=O)c2ccccc2C1=O)N1CCN(Cc2ccc(Cl)cc2Cl)CC1 | -6*
O=C(CN1C(=O)COc2ccccc21)NCCN1CCc2ccccc2C1 | -0.78
CC1=C2C(=O)OC(c3ccoc3)C2(C)CCC1 (stereo unspecified) | -0.68
O=C(NCCCn1ccnc1)c1cn(-c2ccccc2)nc1-c1ccc(F)cc1 | 0.21
CCCCOC(=O)Nc1ccc(S(=O)(=O)Nc2cc(C)nc(C)n2)cc1 | 0.1
N=c1c(-c2nc3ccccc3[nH]2)cc(C(=O)c2cccs2)nn1-c1ccc(Cl)cc1 | 0.47
O=C(/C=C/c1ccccc1Cl)NCc1ccco1 | -1.3
CC12CCC(c3c(CO)nn(-c4ccccc4)c31)C2(C)C (stereo unspecified) | 0.63
O=c1cc(-c2ccccc2)[nH]c2[nH]n(-c3ccccc3)c(=O)c12 | -0.3
CC(=O)NC(CCS(C)(=O)=O)C(=O)Nc1cc(Cl)ccc1Cl (stereo unspecified) | 0.23
CC1CCN(S(=O)(=O)c2cccc(S(=O)(=O)N3CCOCC3)c2)CC1 | 0.05
CN(C)c1nc2c(c(=O)n(C)c(=O)n2C)n1Cc1ccccc1 | 0.4
CCOc1ccc(C2C(C#N)=C(N)Oc3cc(C)n(CCN4CCOCC4)c(=O)c32)cc1OCC (stereo unspecified) | 0.64
O=C(NCc1ccco1)C(c1ccccc1)N(Cc1ccccc1)C(=O)Cn1nnc2ccccc21 (stereo unspecified) | -0.033
Cc1cc(=O)n2nc(N3CCCC(C(=O)N4CCN(c5ccccc5)CC4)C3)sc2n1 (stereo unspecified) | 1.3

Carrying on:
smiles | Cav32 inh
O=C(c1ccco1)N(Cc1cc2ccccc2[nH]c1=O)CC1CCCO1 (stereo unspecified) | 0.29
c1cnc2ccc(C(c3nnnn3C3CCCCC3)N3CCCCC3)cc2c1 (stereo unspecified) | -4.7*
CCc1nc(SCC(=O)Nc2cc(C)on2)n[nH]1 | -0.0086
Cn1c(=O)cc(SCC(=O)NCCCN2CCN(c3ccc(F)cc3)CC2)c2ccccc21 | 1.6
COCCCNc1nc2ccccc2nc1NS(=O)(=O)c1cccs1 | -0.015
CC(NC(=O)c1ccccc1Br)c1nnc(SCc2ccc([N+](=O)[O-])cc2)n1C (stereo unspecified) | -1.3
Cc1ccc(N2C(=O)c3ccccc3C2Nc2ccccc2)nc1 (stereo unspecified) | -0.23
CCOC(=O)Nc1cccc(Cl)c1C | 0.047
CCn1c(SCC(=O)Nc2cc(OC)ccc2OC)nnc1C1CCCCC1 | 0.68
COCC(=O)N(C)C1(c2nnnn2CCOC(=O)Nc2ccc(Cl)cc2)CCCC1 | 0.78
CC1CC(C)CN(c2nc3c(c(=O)n(C)c(=O)n3C)n2CCSc2ncccn2)C1 (stereo unspecified) | 0.81
CCOc1cc(NC(=O)C2CCCO2)c(OCC)cc1NC(=O)C1CC1 (stereo unspecified) | -0.65
Cn1c(=O)[nH]c(=O)c2c1nc(N1CCCC1)n2CCSc1nc2ccccc2[nH]1 | -0.09
O=C(CSc1nnc(-c2ccc(F)cc2)o1)c1ccc2c(c1)OCCO2 | -0.41
CCOC(=O)Nc1sc2c(c1C(=O)OCC)CCC2 | -0.51
CCc1ccccc1NC(=O)CC(O)(C(=O)OC)C(F)(F)F (stereo unspecified) | 0.46
CCCN(CCC)CCNC(=O)C(NS(=O)(=O)c1ccc2c(c1)CCC(=O)N2)c1ccccc1 (stereo unspecified) | 0.86
N#Cc1nc(Cc2ccccc2)oc1NCCN1CCOCC1 | 0.41
O=C(OCC#CCSc1nc2ccccc2o1)c1ccco1 | -0.7
NC(=O)CC(NC(=O)OCc1ccccc1)C(=O)O (stereo unspecified) | -0.038
Cc1cc(C)cc(-n2nnnc2SCC(=O)Nc2cccc(NC(=O)c3ccco3)c2)c1 | -0.26
N#Cc1c(-c2cccs2)cc(-c2cccnc2)nc1N | 0.67
Cc1cc(C)c(S(C)(=O)=O)c(Oc2ccccc2C)n1 | 0.45
CN(C)/C=C1\C(=O)N(c2ccc(Cl)cc2)CS1(=O)=O | 0.14
Cc1ccc(-n2ncc(C#N)c2/N=C/N2CCOCC2)cc1 | -0.3
CSC1=N/C(=C\C=C\c2cccs2)C(=O)S1 | 0.25
COc1cccc(NC(=O)COC(=O)c2c(-c3ccccc3)noc2C)c1 | 0.0032
O=C(O)CN1C(=O)Nc2ccc(Br)cc2C1c1ccccc1 (stereo unspecified) | 0.013
O=C(CSc1nc(Nc2ccccc2)nc(N2CCOCC2)n1)Nc1ccc([N+](=O)[O-])cc1 | -3.6
CC1(C)CC(=O)C(C=NCC2CCCO2)=C(O)C1 (stereo unspecified) | 0.63
CCCNc1ncccc1C(N)=O | -1.3
CC12CCC(C(=O)N(Cc3ccccc3)Cc3ccccc3)(OC1=O)C2(C)C (stereo unspecified) | -4.4
O=C(O)c1ccccc1C(=O)NCc1ccc(F)cc1 | 0.021
COCc1cc(C)nc(SCC(=O)NCc2ccco2)c1C#N | -1.6
COc1ccccc1C(=O)NC(C)C(c1cccs1)N1CCOCC1 (stereo unspecified) | 1.7
O=C(Nc1ccccc1)Nc1cc(Cl)cc(Cl)c1 | 0.25
Cc1cc(NC(=O)CCn2c(=O)sc3ccccc32)no1 | -0.24
N#Cc1c2n(c3c(=O)n(Cc4ccc(Cl)cc4)cnc13)CCCC2 | 0.96
Cc1cc(C)c2[nH]c(=O)c(CN(Cc3ccc4c(c3)OCO4)Cc3nnnn3C3CCCC3)cc2c1 | -3
Cn1ccc(C(=O)N2CCCc3ccccc32)n1 | -0.0033

4 successive compounds already listed:
smiles | Cav32 inh
O=C(Nc1ccccc1)Nc1cc(Cl)cc(Cl)c1 | 0.25
Cc1cc(NC(=O)CCn2c(=O)sc3ccccc32)no1 | -0.24
N#Cc1c2n(c3c(=O)n(Cc4ccc(Cl)cc4)cnc13)CCCC2 | 0.96
Cc1cc(C)c2[nH]c(=O)c(CN(Cc3ccc4c(c3)OCO4)Cc3nnnn3C3CCCC3)cc2c1 | -3

7 entries drawn at random from the list so far:
smiles | Cav32 inh
Cc1cc(NC(=O)CCn2c(=O)sc3ccccc32)no1 | -0.24
COCC(=O)N(C)C1(c2nnnn2CCOC(=O)Nc2ccc(Cl)cc2)CCCC1 | 0.78
CCn1c(SCC(=O)Nc2cc(OC)ccc2OC)nnc1C1CCCCC1 | 0.68
Cc1cc(C)cc(-n2nnnc2SCC(=O)Nc2cccc(NC(=O)c3ccco3)c2)c1 | -0.26
O=C(/C=C/c1ccccc1Cl)NCc1ccco1 | -1.3
N#Cc1cc(-c2ccccc2)cn(Cc2c(Cl)cccc2Cl)c1=O | 1.2
COc1ccc(S(=O)(=O)N2CCCCCC2)cc1C(=O)OCC(=O)NCC(C)C | 1.1

Further entries follow:
smiles | Cav32 inh
Cc1ccc2[nH]c3c(c2c1)CN(C(=O)CN1CCSCC1)CC3 | -0.081
CC(CC(=O)Nc1cc([N+](=O)[O-])ccc1Cl)c1ccccc1 (stereo unspecified) | -1.7
COc1cc(OC)cc(C(=O)NC(=S)NCc2ccco2)c1 | 0.013
O=C(NCc1ccc2c(c1)OCO2)C1COc2ccccc2O1 (stereo unspecified) | -1.6
COc1ccc(S(=O)(=O)N2CCC(C(=O)N3CCCCCC3)CC2)cc1 | -0.043
COC(=O)CC1COc2ccccc2N1C(=O)c1cccc(Cl)c1 (stereo unspecified) | -0.015
Cc1nn(-c2nc3ccccc3s2)c(N)c1-c1ccccc1 | -0.42
CCOC(=O)c1[nH]c(C)c(/C(O)=C2\C(=O)C(=O)N(CCN(C)C)C2c2ccco2)c1C (stereo unspecified) | -1.2
O=C(NCCOC(=O)C1COc2ccccc2O1)C1COc2ccccc2O1 (stereo unspecified) | -0.043
CCOC(=O)N1CCC(NC(=O)CSCc2nc(-c3sccc3C)oc2C)CC1 | -0.46
COc1cc(NC(=O)CS(=O)(=O)c2ccccc2)cc(OC)c1OC | 0.091
CNC(=O)C1(C)C=CC2(CCCCC2)N1C(=O)OC (stereo unspecified) | 0.17
O=C(Cn1c(=O)oc2ccccc21)NCc1ccco1 | -0.066
O=C(COc1cccc(-n2cnnn2)c1)N1CCOCC1 | 0.26
CCOc1ccc(/C=C/C(=O)Nc2ccc(OC)cc2[N+](=O)[O-])cc1 | -0.046
Oc1ccccc1C(=S)N1CCCCCC1 | -0.019
CCOC(=O)C(NC(=O)c1ccccc1)(Nc1nnc(C)s1)C(F)(F)F (stereo unspecified) | 1.1
Cc1nc2ccccc2n1CC(=O)N/N=C\c1ccccn1 | 1.2
CCOC(=O)CC1=Nc2ccccc2NC(=O)C1 | 0.041
CCOC(=O)CN1N=C(/C=C/c2ccccc2)CCC1=O | 0.77
CC(=O)Oc1ccc2cc(-c3nc4ccccc4n3C)c(=O)oc2c1 | -0.11
COc1cccc(C(=O)NCc2ccc(-c3nc4ccccc4s3)cc2)c1 | -0.71
Cc1ccccc1NS(=O)(=O)c1ccc(OCC(=O)N2CCCCC2)cc1 | 0.92
N[C@@H](Cc1ccc(O)cc1)c1nnc([C@H](CCC(=O)O)NC(=O)C2CCNCC2)o1 | -0.82
COc1ccc(NC(=O)CSc2nnc(Cc3cccs3)n2-c2ccc(C)cc2)cc1 | -5.3*
O=C(c1ccccc1)c1nc[nH]c1C(=O)Nc1ccccn1 | 0.73
CCCCN(C)CCC(=O)Nc1ccc(OC)cc1OC | 0.25
Cc1ccc(CNc2nc(C)nc3sc4c(c23)CCC4)cc1 | -0.18
O=C(Nc1cccc2cccc(NC(=O)c3ccco3)c12)c1ccco1 | 0.23
COCC(C)NCc1cccc(C)c1 (stereo unspecified) | 0.31
O=C(CN1CCSCC1)N/N=C/c1ccccc1F | 1
CN(c1ccc(OCC(=O)NC2CCCC2)cc1)S(=O)(=O)c1cccs1 | 0.67
CCOC(=O)c1cccc(NC(=O)CSc2nc3cccnc3n2C)c1 | -2.3
COC(=O)C(=O)Nc1nnc(COc2ccccc2)s1 | 0.82
O=C(Nc1ccccc1-c1nnn(CC(=O)N2CCN(c3ccccc3)CC2)n1)c1cccs1 | -1.2
COC(=O)c1ccc(NC(=O)CSc2nc(C)cc(=O)[nH]2)cc1 | -1.1
O=C(O)CN1C(=O)C2C3C=CC(C3)C2C1=O (stereo unspecified) | 0.091
